Screens as filed in PubChem BioAssay.
TDP2 absorb: human TDP2 enzyme inhibitors, primary screen, biochemical, epi absorbance, recombinant enzyme; inhibition, % at 12.8 µM; T5PNP hydrolysis, p-nitrophenol absorbance 415 nm; 370,000 tested, 0.34% active; Tyrosyl-DNA phosphodiesterase 2 (Homo sapiens), O95551;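 active = inhibition above the mean of all tested compounds plus 3 SD, set per campaign, cut at about 25% in these data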;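 note: 0% = DMSO with enzyme and 100% = buffer with substrate but no TDP2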
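Assay system: recombinant human TDP2 / Reagent: T5PNP substrate at 5 mM, a TopII-DNA adduct mimic / Measured by: epi absorbance from released p-nitrophenol / Evaluation: % inhibition relative to enzyme-containing and enzyme-free wells / Control set: enzyme-free and DMSO wells / Replicates: each compound tested once, singlicate / Schedule: enzyme reaction with compound for 2 h at 37 °C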
DDE Tn7 FP inh: inhibitors of Tn7 peptide binding to fibrin DD(E), primary screen, biochemical, fluorescence polarization, human fibrin, Tn7 probe; Fibrinogen beta chain (Homo sapiens), P02675; FP displacement of FITC-Tn7 peptide from fibrin DD(E); 0% = median of compound wells per plate; inhibition, % at 8.3 µM; 370,000 tested, 0.13% active; AID 720508, 2013;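 active = inhibition above the mean of compounds falling within the control limits plus 3 SD of them, cut at about 14% in these data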;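 note: 0% = plate median of compound wells and 100% = 10 µM Aha-Tn7 peptide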
Target sequence (P02675 whole entry, looked up): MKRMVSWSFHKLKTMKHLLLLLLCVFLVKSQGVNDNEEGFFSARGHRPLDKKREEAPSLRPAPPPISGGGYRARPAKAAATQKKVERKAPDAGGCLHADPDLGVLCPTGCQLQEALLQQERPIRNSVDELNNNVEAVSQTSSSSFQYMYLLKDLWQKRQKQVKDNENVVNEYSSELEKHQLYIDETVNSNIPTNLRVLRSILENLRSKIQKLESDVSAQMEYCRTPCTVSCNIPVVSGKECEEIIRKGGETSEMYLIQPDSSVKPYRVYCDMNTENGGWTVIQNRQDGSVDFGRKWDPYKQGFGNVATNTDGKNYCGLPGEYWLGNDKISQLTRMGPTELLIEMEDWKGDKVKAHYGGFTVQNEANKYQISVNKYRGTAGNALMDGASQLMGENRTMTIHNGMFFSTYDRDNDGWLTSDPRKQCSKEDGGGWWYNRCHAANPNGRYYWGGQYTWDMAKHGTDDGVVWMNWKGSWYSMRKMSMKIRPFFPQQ
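System: human fibrin DD(E); quantity: Fibrin-DD(E) at 2 µM final; also added: fluorescent Tn7 probe at 0.1 µM; compound dosing: single nominal test concentration of 8.3 µM per compound; schedule: 10 min preincubation, 3 h with tracer, room temperature; detection: fluorescence polarization of the labelled Tn7 tracer; repeats: one replicate per compound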
MBD2 inh: inhibitors of MBD2 binding to methylated DNA, primary screen, biochemical, TR-FRET, DNA-binding domain, human; MBD2 binding to methylated oligonucleotide; Methyl-CpG-binding domain protein 2 (Homo sapiens), Q9UBB5; 370,000 tested, 0.31% active; inhibition, % at 4.4 µM; AID 686964, 2013; in the data active = inhibition above about 13%
SIAE primary: human SIAE inhibitors, primary screen, biochemical, fluorescence polarization, FP-Rh probe, 1536-well HTS; SIAE FP-Rh probe binding; Sialate O-acetylesterase (Homo sapiens), Q9HAT2; inhibition, % at 9.66 µM; 370,000 tested, 0.69% active;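 active = inhibition above a cutoff: mean of compounds within the control limits plus 3 SD of those, cut at about 17% in these data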;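 note: 0% = plate median of compound wells and 100% = probe without SIAE protein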
Target sequence (Q9HAT2 whole entry, looked up): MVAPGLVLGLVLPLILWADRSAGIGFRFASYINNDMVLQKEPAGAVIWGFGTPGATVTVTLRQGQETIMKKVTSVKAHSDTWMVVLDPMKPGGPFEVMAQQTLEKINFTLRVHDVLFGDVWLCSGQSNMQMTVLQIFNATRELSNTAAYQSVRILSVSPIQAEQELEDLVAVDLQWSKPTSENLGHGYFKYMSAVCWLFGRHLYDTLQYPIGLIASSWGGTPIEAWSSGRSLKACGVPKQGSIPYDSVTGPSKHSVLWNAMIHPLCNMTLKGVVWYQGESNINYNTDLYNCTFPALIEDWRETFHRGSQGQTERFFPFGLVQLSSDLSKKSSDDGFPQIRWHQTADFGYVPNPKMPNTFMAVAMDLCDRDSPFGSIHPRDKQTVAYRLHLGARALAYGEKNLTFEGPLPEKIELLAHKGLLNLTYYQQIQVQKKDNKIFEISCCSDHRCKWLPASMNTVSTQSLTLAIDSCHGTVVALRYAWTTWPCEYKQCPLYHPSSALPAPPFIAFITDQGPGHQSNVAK
proKLK7 act: proKLK7 zymogen activators, primary screen, biochemical, fluorescence intensity. purified proKLK7, EDANS-DABCYL substrate fluorescence; 100% is mature enzyme control, 0% vehicle. 370,000 tested, 0.9% active. activation, % at 7 µM. Kallikrein-7 (Homo sapiens), P49862;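 active = activation above the mean of all tested compounds plus 3 SD, computed per campaign excluding outliers beyond control limits, cut at about 13% in these data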
PRMT1 FP inh: PRMT1 methyltransferase inhibitors, primary screen, biochemical, fluorescence polarization; 370,000 tested, 1.3% active; Protein arginine N-methyltransferase 1 (Homo sapiens), Q99873; inhibition, % at 2.79 µM; recombinant PRMT1, activity-based probe fluorescence polarization;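 active = inhibition above about 21% made by adding two undisclosed values, limit read from the data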
UHRF1 binding: UHRF1 methylated DNA binding inhibitors, primary screen, counter-screen for MBD2 inhibitor project, biochemical, TR-FRET, human UHRF1, single concentration. E3 ubiquitin-protein ligase UHRF1 (Homo sapiens), Q96T88. UHRF1 binding to methylated oligo. inhibition, % at 4.4 µM. 370,000 tested, 0.75% active. AID 687016, 2013; in the data active = inhibition above about 21%;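 note: UHRF1 SRA domain binding a hemimethylated CpG hairpin DNA probe; 0% = median of test compound wells and 100% = reference inhibitor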
LEDGF integ inh: blockers of LEDGF/p75-dependent integrase strand transfer – biochemical, TR-FRET, high throughput, primary screen | HIV-1 integrase (with human LEDGF/p75) | TR-FRET IN-LEDGF/p75 DNA integration, Eu/Cy5 | inhibition, % at 3.7 µM | 370,000 tested, 0.64% active | AID 743269, 2014;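 active = inhibition above the screen-wide mean plus 3 SD, cut at about 13% in these data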;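 note: signal is the Cy5 over europium emission ratio at 671 and 618 nm; 0% = plate median of compound wells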
TCR CD3 inh: inhibitors of human TCR-CD3 interaction, primary screen, biochemical, fluorescence, TAMRA-labeled TCR probe; T-cell receptor (TCR); inhibition, % at 9.4 µM; 360,000 tested, 0.37% active; AID 651800, 2012; in the data active = inhibition above about 19%;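 note: recombinant mutant TCR 2C K166C tagged with TAMRA read by polarization; 0% = receptor in buffer alone and 100% = receptor with positive control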
DDE Tn6 FP inh: inhibitors of Tn6 peptide binding to fibrin DD(E), primary screen, biochemical, fluorescence polarization, human fibrin, Tn6 probe; 370,000 tested, 0.21% active; inhibition, % at 8.3 µM; Fibrin DD(E) TRITC-Tn6 fluorescence polarization displacement; Fibrinogen beta chain (Homo sapiens), P02675;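 active = inhibition above a per-campaign cutoff: mean of compounds within control limits plus 3 SD, cut at about 15% in these data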;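 note: 0% = median of all compound wells on the plate and 100% = blocking peptide control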
* hit, by the source's call.

compound,TDP2 absorb,DDE Tn7 FP inh,MBD2 inh,SIAE primary,proKLK7 act,PRMT1 FP inh,UHRF1 binding,LEDGF integ inh,TCR CD3 inh,DDE Tn6 FP inh
CN(CCC#N)Cc1cc(=O)oc2ccc3ccccc3c12,-5,-4,-5,-5,-1.7,2,-5,2,4,1
COc1ccc(C(=O)Nc2ccc3ncccc3c2)cc1,5,3,1,-3,-0.2,3,-3,-2,6,-3
COc1ccccc1NC(=O)COC(=O)c1cc([N+](=O)[O-])ccc1N1CCCC1,4,-7,-2,-6,0.0,-1,35*,0,1,-6
Cc1c(C)c2c(OCC(=O)NCC(C)C)cc3c(c2oc1=O)CCC(C)(C)O3,-12,-2,1,-3,-8.4,1,3,5,-2,6
COc1ccc(OCCN2CCC(C(=O)NC(c3ccc(Cl)cc3)c3cnccn3)CC2)cc1 (stereo not given),3,-3,-9,8,1.2,-2,2,1,-1,1
COc1ccc(C(=O)Nn2c(SCC(=O)NCc3ccccc3)nc3ccccc3c2=O)cc1,-6,-6,2,1,0.3,1,5,10,-8,-11
C#CCN1C(=O)S/C(=C/C=C/c2ccc(N(C)C)cc2)C1=O,3,-5,-1,-77,-0.2,-8,-5,4,-32,-1
O=C(OCCOc1cccc(Cl)c1)C1CCN(S(=O)(=O)c2ccccc2)CC1,-14,-2,-3,-3,0.3,-6,1,1,-4,-15
CC(=O)Nc1ccc(Cl)cc1C(=O)c1ccc[nH]1,7,4,-3,2,-0.1,3,3,-2,3,-5
CCC1Oc2ccccc2N(CC(=O)NCCC2=CCCCC2)C1=O (stereo not given),-9,1,-3,-3,0.5,-3,-2,-1,-1,5
Cc1ccc(N=Nc2c(N)[nH]n3c(=O)cc(-c4ccccc4)nc23)cc1,7,11,-1,5,0.4,-1,-3,-1,0,1
COc1ccc(/C=N/NC(=O)c2cccnc2)cc1Cn1nc([N+](=O)[O-])c(Br)c1C,-5,5,2,-25,-0.4,6,4,-4,-6,-12
CC(/C=C/c1ccco1)=N\NC(=O)c1cccc(Cl)c1,-15,-9,-5,1,0.1,1,-3,-3,0,0
C=CC(COCc1ccccc1)N([C@@H](Cc1ccccc1)C(=O)OC)S(=O)(=O)c1ccccc1Br (stereo not given in full),-1,3,1,-1,0.3,0,-4,-2,6,0
CC(C)COc1cccc(C(=O)NC2(C)CCS(=O)(=O)C2)c1 (stereo not given),-2,0,0,6,-0.7,0,3,-2,4,-2
Cc1ccc(C(CC(=O)N2CCCC2)c2ccccc2)c(O)c1C (stereo not given),5,2,5,1,-0.1,-1,10,-2,7,1
Cc1ccnc(SCc2cn3c(C)cccc3n2)n1,12,4,1,0,-0.7,0,-1,1,1,4
CCC(C)[C@H](NC(=O)N1CC(=O)Nc2ccccc21)C(=O)Nc1nccs1 (stereo not given in full),12,0,5,4,0.2,0,1,2,7,-7
O=C(CN1CCCCC1)NN(Cc1ccccc1)c1ccccc1,-7,2,-1,0,-0.2,-8,0,2,-2,5
O=C(COC(=O)c1cc(=O)[nH]c2ccccc12)NC1CCCCCCC1,16,8,0,4,-18,2,-1,-5,-3,5
COc1ccccc1NS(=O)(=O)NC(=O)c1cn(C)c2ccccc12,-19,-1,3,-3,-0.1,9,2,-4,-12,-7
CC12CCC(C(=O)NCc3ccccc3)(OC1=O)C2(C)C (stereo not given),-5,5,4,1,-0.1,0,-2,-1,0,-5
CCCSC1=C(C#N)C(c2ccccc2C)C(C(=O)OC)C(=O)N1 (stereo not given),3,11,0,0,0.2,4,0,0,9,-5
COc1ccc(S(=O)(=O)N2CCN(C(=O)c3c(C)nn(-c4ccccc4)c3Cl)CC2)cc1,-11,3,4,3,-0.1,0,0,0,7,8
O=C(O)c1ccc(N/N=C/c2cn(Cc3ccc(F)cc3)c3ccccc23)cc1,-11,1,-1,10,-2.8,18,2,9,6,-9
CCOC(=O)C1CCCN(C2=NC(=O)/C(=C/c3ccc(O)c(OC)c3)S2)C1 (stereo not given),12,-2,-3,-2,2.7,-2,-5,-2,-3,0
CCCCn1c(NS(=O)(=O)c2ccc(C)cc2)c(S(=O)(=O)c2ccccc2)c2nc3ccccc3nc21,58*,7,-5,3,-4.0,-3,10,12,-1,10
NC(=O)C1CCN(C(=O)CCc2nc3sc4c(c3c(=O)[nH]2)CCCC4)CC1,7,4,10,-7,-1.9,9,5,0,7,9
CN(C)S(=O)(=O)c1ccc2oc(SCC(=O)NCC(F)(F)F)nc2c1,-3,-1,0,4,0.2,0,1,-3,3,4
Cc1cccn2cc(COc3cccc([N+](=O)[O-])c3)nc12,-6,-8,6,1,-0.2,0,-2,4,1,-4
COc1cc2c(cc1NC(=O)C(C)N1CCN(S(=O)(=O)c3ccccc3[N+](=O)[O-])CC1)oc1ccccc12 (stereo not given),9,0,-1,0,0.2,-1,1,-1,2,2
C[C@@H]1CN([C@@H](C)CO)C(=O)CCCn2cc(nn2)CO[C@H]1CN(C)C(=O)CCC(F)(F)F,8,-7,1,8,0.5,2,-2,-4,3,3
C=CCn1c(SCC(=O)Nc2nc(C)cs2)nnc1C(C)NC(=O)c1ccccc1Cl (stereo not given),13,-3,2,1,0.6,0,-1,2,-4,2
Cc1ccc(NC(=O)CCNS(=O)(=O)c2ccc3[nH]c(=O)oc3c2)c(Cl)c1,1,-5,-1,7,0.0,2,3,1,6,-2
Cc1ccnc(SCCn2c(N3CCOCC3)nc3c2c(=O)[nH]c(=O)n3C)n1,-12,6,-1,2,-0.3,-5,7,-4,-1,-3
CC1(C)Cc2cccc(OCC(O)CNCc3ccccn3)c2O1 (stereo not given),-10,1,-2,5,0.3,-6,7,-2,-7,-2
CN=C(Nc1cc(C)nn1CCC#N)c1ccccc1,8,3,0,-4,0.0,-5,0,0,3,-3
Cc1ccccc1Cn1c(C)nc2ccc([N+](=O)[O-])cc2c1=O,-2,-4,3,2,0.5,2,-1,-2,-9,-3
Cc1cc(C)cc(NC(=O)C2(c3cccs3)CCOCC2)c1,-8,2,-4,0,-0.7,1,-1,1,6,-2
Cc1cc(Cl)ccc1OCC(O)CNCCc1ccc(S(N)(=O)=O)cc1 (stereo not given),8,1,0,3,-0.3,2,-2,-3,1,-6
Cc1ccnc(NC(=O)COc2c(C)cc(C)cc2[N+](=O)[O-])c1,-8,-3,-1,0,-0.2,-4,7,2,5,-11
Cc1ccc2c(Cl)c(C(=O)Nc3nn[nH]n3)sc2c1,-6,-9,2,-10,-0.2,-2,1,2,8,3
CN(C)S(=O)(=O)c1cccc(-c2nn(-c3ccccc3)cc2/C=C(/C#N)C(=O)NCc2ccco2)c1,-4,-3,5,1,0.6,1,0,-2,1,0
C[C@H](NC(=O)OC(C)(C)C)C(=O)N/N=C/C1=Cc2ccccc2OC1,12,3,-4,-2,6.5,0,-1,-2,-2,-6
O=C(CSc1ncn[nH]1)NCCOc1ccccc1,5,-4,2,-3,0.9,0,1,0,-8,-7
COc1ccc(CN(C)CC(O)COC(c2ccccc2)c2ccccc2)c(OC)c1OC (stereo not given),3,-2,2,-5,0.0,-6,1,0,2,-3
COc1cc(C2SCC(=O)N2c2c(C)n(C)n(-c3ccccc3)c2=O)ccc1O (stereo not given),-10,12,-6,7,-0.6,1,-1,-4,1,4
CC1C(=O)N(Cc2cn(Cc3ccco3)nn2)CCS(=O)(=O)N1Cc1ccc(-c2cccc(CO)c2)cc1 (stereo not given),-9,7,-4,-8,0.8,3,-2,2,11,0
C[C@H]1CN(CCc2ccccc2)C(=O)[C@@H]1CC(=O)Nc1ccc(Br)cc1,4,6,5,-3,0.1,1,17,-4,-10,9
COc1ccccc1CNC(=O)c1ccccc1C(=O)NC(C)(C)C(=O)NCc1ccccc1OC,-2,6,3,-4,-0.4,-1,2,-2,2,4

(further entries)
compound,TDP2 absorb,DDE Tn7 FP inh,MBD2 inh,SIAE primary,proKLK7 act,PRMT1 FP inh,UHRF1 binding,LEDGF integ inh,TCR CD3 inh,DDE Tn6 FP inh
C=C(c1ccc(OC)cc1)c1ccc(OC)cc1,-9,1,-6,-2,0.3,3,-2,8,0,-1
COc1ccccc1COc1ccc2c(C)c(CC(=O)O)c(=O)oc2c1C,-26,-3,-2,-19,-4.0,-3,3,3,1,-4
COc1cc(C(=O)OCC(=O)NCc2ccc(F)cc2)cc(NC(=O)c2cccs2)c1OC,8,2,2,-8,-3.3,2,-3,-4,-5,-3
O=C(NCCc1ccccc1)C(=O)NCC(c1ccco1)N1CCOCC1 (stereo not given),-6,1,0,-3,0.2,0,0,-2,4,3
CCCOC1OC(=O)c2c1ccc(OC)c2OC (stereo not given),2,4,1,9,-0.2,-1,1,-1,8,3
C[C@@H]1O[C@@H](OC[C@H]2O[C@@H](Oc3c(-c4ccc(O)cc4)oc4cc(O)cc(O)c4c3=O)[C@H](O)[C@@H](O)[C@@H]2O)[C@H](O)[C@H](O)[C@H]1O,-10,-2,-1,19*,-0.9,-2,1,-5,1,-5
COC(=O)c1cc(S(=O)(=O)NCC2CCN(CCc3cccs3)CC2)cn1C,5,-5,-3,1,-0.5,-5,-1,3,-2,-7

Reformatted with each value named: three of the compounds above.
COC(=O)c1cc(S(=O)(=O)NCC2CCN(CCc3cccs3)CC2)cn1C
  TDP2 absorb: 5
  DDE Tn7 FP inh: -5
  MBD2 inh: -3
  SIAE primary: 1
  proKLK7 act: -0.5
  PRMT1 FP inh: -5
  UHRF1 binding: -1
  LEDGF integ inh: 3
  TCR CD3 inh: -2
  DDE Tn6 FP inh: -7
COc1cc(C(=O)OCC(=O)NCc2ccc(F)cc2)cc(NC(=O)c2cccs2)c1OC
  TDP2 absorb: 8
  DDE Tn7 FP inh: 2
  MBD2 inh: 2
  SIAE primary: -8
  proKLK7 act: -3.3
  PRMT1 FP inh: 2
  UHRF1 binding: -3
  LEDGF integ inh: -4
  TCR CD3 inh: -5
  DDE Tn6 FP inh: -3
C=C(c1ccc(OC)cc1)c1ccc(OC)cc1
  TDP2 absorb: -9
  DDE Tn7 FP inh: 1
  MBD2 inh: -6
  SIAE primary: -2
  proKLK7 act: 0.3
  PRMT1 FP inh: 3
  UHRF1 binding: -2
  LEDGF integ inh: 8
  TCR CD3 inh: 0
  DDE Tn6 FP inh: -1
